Screening data (PubChem)
BH1578 lux ind: induces V. cholerae light production without autoinducers | V. cholerae BH1578 lux reporter, luminescence, 6 h | activation, % at 18.7 µM | actives 0.16% (n = 350,000); in the data active = activation mostly above about 9.7%, no sharp cut-off; inconclusive = no clear call, values can overlap the other calls; inactive = mostly below about 3.7%; note: not every result past the cut was called active; inactives centre near 0; reference of the scale not given here
TcdB inh: TcdB glycohydrolase inhibition | inhibition, % at 9.99 µM | TcdB glycohydrolase enzymatic assay, plate reader | P18177 | AID 652162 | actives 0.24% (n = 350,000); in the data active = inhibition above about 10%
Target sequence (P18177 whole entry, looked up): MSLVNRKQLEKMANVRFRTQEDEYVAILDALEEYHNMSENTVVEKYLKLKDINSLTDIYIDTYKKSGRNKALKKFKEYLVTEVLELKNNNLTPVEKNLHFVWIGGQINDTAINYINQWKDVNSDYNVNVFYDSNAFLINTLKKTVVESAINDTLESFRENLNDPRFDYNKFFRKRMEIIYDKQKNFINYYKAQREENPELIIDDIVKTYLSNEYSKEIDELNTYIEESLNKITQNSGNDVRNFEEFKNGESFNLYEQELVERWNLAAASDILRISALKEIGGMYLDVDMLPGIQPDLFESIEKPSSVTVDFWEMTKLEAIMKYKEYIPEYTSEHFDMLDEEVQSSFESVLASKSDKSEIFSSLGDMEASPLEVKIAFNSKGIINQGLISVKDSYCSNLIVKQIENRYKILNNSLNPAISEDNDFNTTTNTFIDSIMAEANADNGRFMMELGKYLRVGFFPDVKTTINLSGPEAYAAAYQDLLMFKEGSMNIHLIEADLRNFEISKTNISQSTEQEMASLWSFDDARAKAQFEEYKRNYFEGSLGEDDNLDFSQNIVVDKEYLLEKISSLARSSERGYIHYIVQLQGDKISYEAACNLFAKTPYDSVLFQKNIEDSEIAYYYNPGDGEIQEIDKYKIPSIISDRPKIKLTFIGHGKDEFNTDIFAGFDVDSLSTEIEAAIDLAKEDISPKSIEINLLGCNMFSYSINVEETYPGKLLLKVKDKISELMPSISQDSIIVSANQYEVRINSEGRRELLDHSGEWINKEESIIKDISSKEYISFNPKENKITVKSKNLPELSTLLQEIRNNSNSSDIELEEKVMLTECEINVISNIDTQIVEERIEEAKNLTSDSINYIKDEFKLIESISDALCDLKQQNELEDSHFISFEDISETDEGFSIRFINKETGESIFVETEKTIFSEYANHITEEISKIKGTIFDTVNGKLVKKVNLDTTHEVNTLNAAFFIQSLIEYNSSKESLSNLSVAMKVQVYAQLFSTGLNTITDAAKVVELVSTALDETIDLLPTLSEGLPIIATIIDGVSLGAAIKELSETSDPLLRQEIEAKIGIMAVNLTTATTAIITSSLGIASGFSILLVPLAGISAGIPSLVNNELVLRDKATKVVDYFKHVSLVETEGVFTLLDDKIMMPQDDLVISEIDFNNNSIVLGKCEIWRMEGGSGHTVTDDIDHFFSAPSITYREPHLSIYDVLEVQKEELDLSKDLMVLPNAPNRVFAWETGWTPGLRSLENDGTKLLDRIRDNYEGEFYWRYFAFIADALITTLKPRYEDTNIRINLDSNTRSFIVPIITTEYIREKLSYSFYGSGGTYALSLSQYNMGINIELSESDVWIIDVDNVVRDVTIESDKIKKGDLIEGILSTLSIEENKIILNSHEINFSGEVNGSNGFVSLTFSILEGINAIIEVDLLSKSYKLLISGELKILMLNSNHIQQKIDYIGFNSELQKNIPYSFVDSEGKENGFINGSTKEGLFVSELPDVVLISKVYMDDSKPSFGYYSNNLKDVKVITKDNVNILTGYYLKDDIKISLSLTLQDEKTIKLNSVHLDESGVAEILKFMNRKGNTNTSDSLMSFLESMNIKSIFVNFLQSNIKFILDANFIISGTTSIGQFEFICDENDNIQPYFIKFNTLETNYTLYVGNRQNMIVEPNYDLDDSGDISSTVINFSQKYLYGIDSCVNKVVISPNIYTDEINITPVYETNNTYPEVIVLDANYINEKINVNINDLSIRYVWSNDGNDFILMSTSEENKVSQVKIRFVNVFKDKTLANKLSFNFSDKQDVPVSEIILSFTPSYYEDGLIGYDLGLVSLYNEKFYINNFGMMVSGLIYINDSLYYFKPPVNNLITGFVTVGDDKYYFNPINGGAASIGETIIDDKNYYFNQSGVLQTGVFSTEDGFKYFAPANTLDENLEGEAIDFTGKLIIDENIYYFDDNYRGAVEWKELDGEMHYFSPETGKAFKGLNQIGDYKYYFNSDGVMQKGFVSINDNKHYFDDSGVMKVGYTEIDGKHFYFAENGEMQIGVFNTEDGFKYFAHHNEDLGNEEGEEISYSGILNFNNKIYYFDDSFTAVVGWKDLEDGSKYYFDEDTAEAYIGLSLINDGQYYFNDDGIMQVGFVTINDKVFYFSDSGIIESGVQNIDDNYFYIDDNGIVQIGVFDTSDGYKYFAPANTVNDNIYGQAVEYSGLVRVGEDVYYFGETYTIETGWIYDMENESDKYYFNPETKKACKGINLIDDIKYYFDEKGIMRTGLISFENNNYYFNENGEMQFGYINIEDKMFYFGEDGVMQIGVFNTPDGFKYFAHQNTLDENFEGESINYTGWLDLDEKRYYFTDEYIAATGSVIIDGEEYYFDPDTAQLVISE
PfHsp40 yeast: restores yeast growth despite PfHsp40 toxicity; actives 0.68% (n = 340,000); growth rescue, % at 12.5 µM; S. cerevisiae expressing PfHsp40, growth rescue, ATP luminescence; in the data active = growth rescue above about 28%, passing the limit was not always enough; inconclusive = no clear call, values can overlap the other calls;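 note: yeast W303a lacking pdr1 and pdr3 grown in galactose medium; growth measured after three days at 30 °C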
UGM FP inh: Mtb UDP-galactopyranose mutase inhibition. P9WIQ1. inhibition, % at 10 µM. AID 504406. actives 0.06% (n = 320,000). purified UGM, fluorescence polarization probe displacement; in the data active = inhibition above about 10%, passing the limit was not always enough; inconclusive = no clear call, values can overlap the other calls
Y pestis TopoI: Y. pestis Topo-I inhibition via cleavage products. Y. pestis Topo-I cleavage product accumulation, plate reader. AID 504884. actives 0.064% (n = 360,000). activity, % at 10 µM; in the data active = activity above about 50%, passing the limit was not always enough; inconclusive = no clear call, values can overlap the other calls; note: inactives centre near 2
FadD28 binding: M. tuberculosis FadD28 bisubstrate binding inhibition. actives 0.22% (n = 360,000). inhibition, % at 12.5 µM. AID 588549. FadD28 bisubstrate probe binding, fluorescence polarization; in the data active = inhibition above about 8.5%, passing the limit was not always enough; inconclusive = no clear call, values can overlap the other calls
GDH-TPI counter: counter-screen for M. tuberculosis FBA inhibitors: GDH-TPI coupled enzymes | GDH-TPI coupled enzyme counterscreen, NADH absorbance | AID 588335 | actives 1.2% (n = 360,000) | inhibition, % at 4.8 µM; in the data active = inhibition above about 30%;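 note: 0% = DMSO wells and 100% = wells lacking the enzyme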
Mtb BioA inh: blocks M. tuberculosis BioA enzyme activity. purified M. tuberculosis BioA enzyme, plate reader. inhibition, % at 9.99 µM. actives 0.096% (n = 360,000). AID 602481; in the data active = inhibition above about 40%; inconclusive = no clear call, values can overlap the other calls
Mtb FBA inh: inhibits M. tuberculosis FBA enzyme; purified M. tuberculosis FBA, fluorescence read-out; actives 2.3% (n = 360,000); AID 588726; inhibition, % at 1 µM; P9WQA3; in the data active = inhibition above about 27%;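 note: 0% = vehicle and 100% = reference inhibitor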
The depositor's hits bear a star; i = inactive; ? = inconclusive; · = not tested or not shown.

SMILES	BH1578 lux ind	TcdB inh	PfHsp40 yeast	UGM FP inh	Y pestis TopoI	FadD28 binding	GDH-TPI counter	Mtb BioA inh	Mtb FBA inh
COc1ccc(C(=O)CCc2ccc(OC)c(OC)c2)cc1	-0.4	-7.8	0.3	-3.1	11	-3.7	10	·	1
COc1ccc(OCC(=O)N2CCN(C3CCC(c4ccccc4)CC3)CC2)cc1 (stereo unspecified)	i	0.3	-2.0	3.2	13	-5.2	-5	0.4	0
Cc1oc(-c2ccccc2F)nc1CSCC(=O)NC1CC1	-4.2	-2.3	0.5	-1.5	1	-2.6	-1	·	2
COc1ccc2oc(=O)c(C(=O)Oc3ccc(NC(C)=O)cc3)cc2c1	i	5.7	1.1	2.1	1	·	18	·	31*
COC(=O)C1=COC(OC2OC(CO)C(O)C(O)C2O)C2C1C=CC2(O)CO (stereo unspecified)	-0.4	0.1	-0.1	1.9	2	-0.1	5	-1.8	3
Cc1ccc(/C=C(\C#N)C(=O)NCC2CCCO2)o1 (stereo unspecified)	0.4	1.7	?	1.2	-1	-0.4	22	0.4	2
Cc1cc(NC(=O)NC(=O)c2cccc(OC(F)(F)C(F)F)c2)n[nH]1	-7.1	·	0.2	-1.0	-5	-3.0	1	-1.2	4
CC(Sc1nc(N)c2c3c(sc2n1)CSC(C)(C)C3)C(=O)Nc1ccccc1 (stereo unspecified)	-0.2	·	-0.6	-1.8	8	-0.8	12	·	10
Cc1cc(C)c([N+](=O)[O-])cc1NC(=O)CCS(=O)(=O)c1ccccc1	i	1.8	-1.0	-0.1	1	-3.4	7	-5.4	-1
O=C(C1CCCO1)N1CCN(S(=O)(=O)c2ccc(F)cc2)CC1 (stereo unspecified)	i	0.3	-1.4	1.9	6	-1.2	2	-1.5	0
Cc1cccc(NC(=S)NNC(=O)c2ccccc2Br)c1	-0.5	·	4.5	0.8	0	-3.1	11	2.4	0
Cc1ccc(SCC(=O)NC(=O)NCc2ccccc2)c(C)c1	i	0.0	0.4	1.1	14	-0.5	9	-1.4	3
CCn1cc(C(=O)NCCC(C)C)c(=O)c2cc(F)c(N3CCN(C)CC3)cc21	i	1.1	-0.6	3.6	15	-1.6	11	-0.4	16
Cc1cc(C(=O)Nc2nc3c(s2)CCCC3)no1	-6.2	·	0.8	-1.6	-1	-3.6	10	-0.1	-1
COCCCNC(=O)CN(c1cc(Cl)cc(Cl)c1)S(C)(=O)=O	-2.5	0.8	0.0	2.8	-1	-0.1	0	·	3
COC(=O)c1cn(Cc2ccccc2C)nn1	-0.2	-0.8	-0.2	0.3	-4	-0.1	-2	·	0
Cc1ccc(-c2cc(C(=O)Nc3cccnc3)[nH]n2)c(O)c1C	-3.7	3.1	1.3	1.1	-1	-9.8	-2	·	1
Cn1cnnc1SCC(=O)Nc1sccc1C#N	-0.2	-0.4	3.2	0.9	6	-1.7	15	-0.9	-2
Cc1nnc(SCSc2nnc(C)s2)s1	i	·	-1.1	-2.6	-2	0.0	9	-0.6	2
Oc1ccccc1N1CCN(CC(O)COC2CCCc3ccccc32)CC1 (stereo unspecified)	-0.9	-5.9	1.4	-3.4	6	-0.6	8	-0.7	6
COC(=O)C[C@@H]1C[C@H]2c3cc(N(C)C)ccc3O[C@H]2[C@H](CO)O1	-0.3	-37	·	·	-5	-5.1	-12	-1.8	-2
COc1cc(C)c(CN2CCSCC2)cc1C	-0.3	1.7	-1.3	0.0	5	-0.4	4	-0.8	3
O=C(O)CCCCCNC(=O)CCn1cnc2ccccc2c1=O	1.8	·	-0.5	1.2	3	-2.9	-1	-1.0	6
COc1c2ccoc2c(OC[C@@H](O)C(C)(C)O)c2oc(=O)ccc12	i	1.4	-0.5	2.2	-5	-2.2	15	0.6	0
COc1ccc(CCN2CCCn3c2nc2c3c(=O)n(C)c(=O)n2C)cc1OC	i	-0.8	1.0	·	9	0.9	5	4.5	3
O=C(CSc1nc(-c2ccc(F)cc2)nc2c1Cc1ccccc1O2)Nc1cccc(C(=O)O)c1	0.6	0.1	-0.5	·	-4	-1.7	2	·	-1
COc1ccc([N+](=O)[O-])cc1NC(=O)CSCc1ccccc1C	-2.6	·	2.6	0.6	12	1.5	10	·	0
O=C(CCc1nnc2n(Cc3ccc(F)cc3)c(=O)c3ccccc3n12)NCCN1CCOCC1	-0.2	1.2	-1.0	1.5	1	-2.6	2	-0.1	8
COc1ccc2oc(-c3ccccc3)cc(=O)c2c1	-0.5	0.9	·	·	-4	-2.9	12	-0.9	79*
CN(CCc1ccccn1)C(=O)CN(C)S(=O)(=O)c1ccc2c(c1)c(=O)n(C)c(=O)n2C	-0.2	-0.4	-0.5	2.8	-2	-0.5	1	·	-2
Cc1cccc(C)c1N(CC(=O)NCc1ccccc1)C(=O)c1csnn1	-0.4	-0.3	-0.4	0.4	9	-0.5	2	-3.1	0
CCN(CC)CCNC(=O)Cn1c(-c2ccccn2)nc2ccccc21	-4.2	0.5	0.6	0.2	-9	-2.7	1	-0.8	37*
CCc1nnc(NC(=O)c2cccc(OC)c2)s1	-2.8	·	-0.2	3.1	5	-2.7	2	·	4
Clc1cccc(Cl)c1Cn1cnc(=NCc2ccco2)c2[nH]cnc21	-1.0	·	0.3	-0.1	4	-2.6	-7	17	-1
COc1ccc(C(=O)Oc2cc(/C=N/NS(=O)(=O)c3ccccc3)ccc2OC)cc1	0.7	·	-2.3	-0.6	0	-2.1	-3	1.6	8
CCOC(=O)c1ccc(-c2ccc(/C=N/NC(=O)c3cncc(Br)c3)o2)cc1	-0.6	0.3	·	1.1	5	-1.7	-1	-1.6	2
CC1Cc2cc(-c3csc(NC(=O)Cc4cccs4)n3)ccc2N1S(C)(=O)=O (stereo unspecified)	-0.3	·	0.1	0.5	-9	-2.9	-2	-1.8	-2
COc1ccc(S(=O)(=O)N2CCCCCC2)cc1C(=O)N(C)Cc1ccc(C)cc1	i	1.8	1.1	-2.4	13	4.2	4	20	1
COc1ccc(-n2ncc3c2CC(C)(C)CC3NC(=O)c2ccoc2C)cc1 (stereo unspecified)	-0.4	3.3	0.2	1.0	16	-4.0	5	3.9	0
Nn1c(SCC(=O)Nc2ccc(Oc3ccccc3)cc2)nnc1C1CC1	-0.3	·	1.8	2.7	7	-1.6	0	·	-3
O=C1CNC(=O)N1	-0.4	1.0	-0.2	-0.7	-7	-2.1	-2	-3.3	-1
CN1CCc2c(sc(/N=C/c3cc(C(C)(C)C)ccc3O)c2C#N)C1	i	0.9	1.2	-1.3	8	-2.5	6	·	3
COc1cc2c(cc1NC(=S)NC(=O)/C=C/c1ccco1)oc1ccccc12	-0.2	0.8	-1.4	-3.5	-6	-1.1	6	·	2
CCC(c1nnc(SCC(=O)Nc2ccc(N3CCOCC3)cc2)n1Cc1ccccc1)N(C)C (stereo unspecified)	1.1	1.2	-0.7	1.7	11	-1.3	8	-1.8	2
Cc1cc(NC(=O)CSc2nnc3ccc(-c4ccccc4)nn23)no1	-3.0	0.6	·	·	5	-1.2	5	-0.9	4

A few values from the results shown.
Y pestis TopoI with `CCC(c1nnc(SCC(=O)Nc2ccc(N3CCOCC3)cc2)n1Cc1ccccc1)N(C)C` (stereo unspecified) stands at 11
BH1578 lux ind with `Cc1cccc(C)c1N(CC(=O)NCc1ccccc1)C(=O)c1csnn1` stands at -0.4

New compounds follow.
SMILES	BH1578 lux ind	TcdB inh	PfHsp40 yeast	UGM FP inh	Y pestis TopoI	FadD28 binding	GDH-TPI counter	Mtb BioA inh	Mtb FBA inh
CCOc1cc(C(=O)OCc2cc(=O)n3c(C)csc3n2)ccc1OC	i	1.2	-0.6	-1.8	-3	-2.3	6	0.2	3
COc1ccc(Cc2nc3ccc(C(=O)NCCc4ncccc4C)cc3o2)cc1OC	i	1.0	·	·	29	-3.7	10	1.1	-1
CN(Cc1cn(C)nc1-c1ccc(Oc2ccccc2)cc1)C1CCOC1 (stereo unspecified)	0.8	0.6	-0.2	-2.7	36	-1.6	-1	4.7	0
CCOC(=O)c1cnc(NCc2ccccc2)nc1C	-11	·	-2.2	-1.4	7	-1.8	-3	·	-3
COc1cc(C(=O)NCC(=O)NC(C)c2ccc(-n3ccnc3)cc2)cc(OC)c1OC (stereo unspecified)	-2.0	0.6	-0.6	·	1	-3.3	4	·	-1
COc1ccc2nc(SC(C)C(=O)NC3CCCCC3)[nH]c2c1 (stereo unspecified)	i	0.6	0.1	·	-4	-0.1	8	2.3	-1
CC(=O)N1CCN(c2ccc(NC(=O)c3ccccc3Br)cc2Cl)CC1	i	·	-0.9	0.6	0	-2.2	-2	5.4	1
O=C1c2ccc(-c3ccc(F)cc3OCc3ccccc3)cc2S(=O)(=O)c2cccc(C(=O)N3CCN(c4ncc(Cl)cc4Cl)CC3)c21	4.5	0.2	0.2	-1.0	-8	-1.3	21	-0.8	4
CNCc1nc2ccccc2[nH]1	-0.3	1.2	0.7	0.1	-2	-2.7	10	·	2
Cc1ccc(N(C)C(=O)c2cc(S(=O)(=O)N3CCc4ccccc43)cn2C)cc1	-0.2	2.0	0.2	-2.1	31	-2.0	4	-0.8	5
Cc1nnc(NC(=O)C2CCCN(S(=O)(=O)c3ccccc3C(F)(F)F)C2)s1 (stereo unspecified)	i	·	0.4	7.1	-6	-9.4	-4	-0.4	3
O=C(c1ccco1)N1CCN(Cc2cc(=O)c(OCc3ccc([N+](=O)[O-])cc3)co2)CC1	-1.2	-1.2	-0.2	-1.1	5	-3.5	6	0.0	-1
O=C(CSc1cccc[n+]1[O-])Nc1ccc(C(F)(F)F)cc1[N+](=O)[O-]	i	1.2	0.3	-0.8	0	-2.8	6	·	-1
CC(=O)Oc1ccc(/C=N\NC(=O)c2cc3c(ccc4ccccc43)o2)cc1	i	1.6	-0.2	4.0	0	-2.3	10	-0.7	5
CCCCc1nnc(NC(=O)c2ccc3c(=O)n4c(nc3c2)CCC4)s1	-0.9	3.4	-1.0	-0.1	8	-1.9	21	-1.4	0

Complete entries from above. Order of values: BH1578 lux ind, TcdB inh, PfHsp40 yeast, UGM FP inh, Y pestis TopoI, FadD28 binding, GDH-TPI counter, Mtb BioA inh, Mtb FBA inh
CN(Cc1cn(C)nc1-c1ccc(Oc2ccccc2)cc1)C1CCOC1 (stereo unspecified) is listed with 0.8, 0.6, -0.2, -2.7, 36, -1.6, -1, 4.7, 0
COc1ccc2nc(SC(C)C(=O)NC3CCCCC3)[nH]c2c1 (stereo unspecified) is listed with i, 0.6, 0.1, ·, -4, -0.1, 8, 2.3, -1
CCOC(=O)c1cnc(NCc2ccccc2)nc1C is listed with -11, ·, -2.2, -1.4, 7, -1.8, -3, ·, -3
O=C1c2ccc(-c3ccc(F)cc3OCc3ccccc3)cc2S(=O)(=O)c2cccc(C(=O)N3CCN(c4ncc(Cl)cc4Cl)CC3)c21 is listed with 4.5, 0.2, 0.2, -1.0, -8, -1.3, 21, -0.8, 4

Continued.
SMILES	BH1578 lux ind	TcdB inh	PfHsp40 yeast	UGM FP inh	Y pestis TopoI	FadD28 binding	GDH-TPI counter	Mtb BioA inh	Mtb FBA inh
CCCSc1nc2sc3c(c2c(=O)n1CC)CC(C)(C)OC3	-0.4	0.6	-1.5	0.5	19	-1.5	16	·	2
O=C(Cc1ccc(Cl)cc1)NCCCNC(=O)c1cccnc1	-0.3	0.4	1.1	-3.3	1	-1.0	2	4.2	1
Cc1ccccc1CNC(=O)C(=O)NCC1CCCN1S(=O)(=O)c1cccs1 (stereo unspecified)	i	2.6	-1.4	·	3	-5.0	-1	-2.2	-1
CC1CN(C(=O)Nc2ccc3c(c2)OCCO3)CC(C)O1 (stereo unspecified)	i	-0.3	-1.8	1.2	1	1.1	0	·	0
N#CCc1ccc(NS(=O)(=O)c2cccs2)cc1	i	·	2.9	-0.6	9	1.3	3	-1.9	0
C=CCN(C(=O)CNC(=O)c1ccco1)C(C(=O)NC1CCCC1)c1ccc(OC)cc1 (stereo unspecified)	-0.3	0.9	-0.5	1.6	4	·	16	0.4	0
COc1ccc(NC(=O)C2Cc3c(-c4cccc(NC(C)=O)c4)ccnc3O2)cc1 (stereo unspecified)	-0.3	0.8	·	·	8	-3.0	-5	2.7	0
Cc1ccc(NNC(=O)c2ccc(Cl)cc2)nn1	i	-2.5	0.7	-2.1	-2	-3.2	1	·	0
